Compound activity: PubChem BioAssay, several laboratories
MBD2 DNA inh = inhibitors of MBD2 binding to methylated DNA, primary screen, biochemical, TR-FRET, DNA-binding domain, human; inhibition, % at 4.4 µM; hit rate 0.31% among 370,000; Methyl-CpG-binding domain protein 2 (Homo sapiens), Q9UBB5; AID 686964, 2013; MBD2 binding to methylated oligonucleotide; in the data active means inhibition above about 13%
Target sequence (Q9UBB5 whole entry, looked up, the tested form may be a part): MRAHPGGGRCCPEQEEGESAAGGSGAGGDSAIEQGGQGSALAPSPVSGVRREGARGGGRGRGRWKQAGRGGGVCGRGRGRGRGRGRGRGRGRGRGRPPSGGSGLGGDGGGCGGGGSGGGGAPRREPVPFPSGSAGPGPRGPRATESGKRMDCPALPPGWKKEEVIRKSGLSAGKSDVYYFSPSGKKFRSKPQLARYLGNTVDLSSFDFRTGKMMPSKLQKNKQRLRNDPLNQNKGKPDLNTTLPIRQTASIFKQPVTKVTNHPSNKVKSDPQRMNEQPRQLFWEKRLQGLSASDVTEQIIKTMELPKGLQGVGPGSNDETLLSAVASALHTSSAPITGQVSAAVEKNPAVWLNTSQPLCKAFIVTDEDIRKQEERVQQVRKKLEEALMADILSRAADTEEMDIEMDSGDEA
NR1D1 modulator = modulators of Rev-erb alpha DNA binding, primary screen, biochemical, FITC-DNA, fluorescence polarization, uHTS | activity, % at 10 µM | Rev-erbα–FITC-DNA binding, 90 min | hit rate 0.79% among 370,000 | Nuclear receptor subfamily 1 group D member 1 (Homo sapiens), P20393;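 active means activity above about 14%, limit read from the data; passing the limit was not always enough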;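 further: 0% = DMSO wells with 35 nM protein and 100% = DMSO wells with 750 nM protein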
LEDGF integ inh = blockers of LEDGF/p75-dependent integrase strand transfer – biochemical, TR-FRET, high throughput, primary screen. TR-FRET IN-LEDGF/p75 DNA integration, Eu/Cy5. inhibition, % at 3.7 µM. hit rate 0.64% among 370,000. AID 743269, 2014;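 active means inhibition above the screen-wide mean plus 3 SD, cut at about 13% in these data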;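 further: signal is the Cy5 over europium emission ratio at 671 and 618 nm; 0% = plate median of compound wells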
TCR-CD3 inh = inhibitors of human TCR-CD3 interaction, primary screen, biochemical, fluorescence, TAMRA-labeled TCR probe | hit rate 0.37% among 360,000 | inhibition, % at 9.4 µM | AID 651800, 2012 | T-cell receptor (TCR); in the data active means inhibition above about 19%;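 further: recombinant mutant TCR 2C K166C tagged with TAMRA read by polarization; 0% = receptor in buffer alone and 100% = receptor with positive control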
PG9 Ab binder = binders of HIV-1 gp120 antibody PG9, primary screen, biochemical, TR-FRET | TR-FRET gp120-PG9 antibody binding | inhibition, % at 6.7 µM | hit rate 0.43% among 360,000 | AID 624416, 2012; in the data active means inhibition above about 8.5%
mABHD4 FP = ABHD4 inhibitors, primary screen, biochemical, fluorescence polarization, mouse; purified mABHD4, FP-Rh probe fluorescence polarization; inhibition, % at 8.92 µM; hit rate 0.54% among 370,000; AID 720543, 2013;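 active means inhibition exceeding the mean over every tested compound plus 3 SD, cut at about 30% in these data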;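 further: 0% = plate median of compound wells and 100% = S159A mutant with DMSO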
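Assay system: mouse ABHD4 enzyme, wild type / Also added: fluorescent activity-based probe FP-Rh / Doses: single nominal dose of 8.92 µM, 0.89% DMSO final / Timing: 45 min compound pre-incubation plus 60 min probe step, 25 °C / Signal: FP readout, ex 525 nm / em 598 nm / Control set: S159A mutant/DMSO as 100%, compound-well median as 0%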
rCAG binder = binders of r(CAG) RNA repeats, primary screen, biochemical, fluorescence. r(CAG) RNA repeat, TO-PRO-1 dye displacement fluorescence. inhibition, % at 3 µM. hit rate 1.3% among 370,000;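 active means inhibition above the plate cutoff, the mean of all test compounds on that plate plus 3 SD, cut at about 35% in these data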;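 further: 0% = DMSO alone and 100% = 100 µM mitoxantrone as full dye displacement; higher means more dye released from RNA so lower well fluorescence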
HTRA1 inhibitor = HTRA1 serine protease inhibitors, primary screen, biochemical, fluorescence polarization, HTS; Q92743; recombinant HTRA1, FP-rhodamine activity-based probe; inhibition, % at 5.96 µM; hit rate 0.5% among 340,000; in the data active means inhibition above about 36%;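 further: 0% = enzyme with DMSO and 100% = wells lacking enzyme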
PRMT1 inh = PRMT1 methyltransferase inhibitors, primary screen, biochemical, fluorescence polarization. Protein arginine N-methyltransferase 1 (Homo sapiens), Q99873. recombinant PRMT1, activity-based probe fluorescence polarization. inhibition, % at 2.79 µM. hit rate 1.3% among 370,000. AID 652257, 2013;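 active means inhibition above about 21% made by adding two undisclosed values, limit read from the data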
Target sequence (Q99873 whole entry, looked up): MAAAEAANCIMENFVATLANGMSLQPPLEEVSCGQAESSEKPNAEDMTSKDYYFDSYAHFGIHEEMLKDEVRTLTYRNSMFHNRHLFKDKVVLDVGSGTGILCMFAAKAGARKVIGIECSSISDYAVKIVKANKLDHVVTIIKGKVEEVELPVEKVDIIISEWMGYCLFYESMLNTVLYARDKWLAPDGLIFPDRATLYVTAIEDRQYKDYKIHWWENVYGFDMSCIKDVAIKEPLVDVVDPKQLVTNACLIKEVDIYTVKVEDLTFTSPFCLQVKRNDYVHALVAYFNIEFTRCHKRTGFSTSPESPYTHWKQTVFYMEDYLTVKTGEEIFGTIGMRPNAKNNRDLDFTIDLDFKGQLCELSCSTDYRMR
UHRF1 binding = UHRF1 methylated DNA binding inhibitors, primary screen, counter-screen for MBD2 inhibitor project, biochemical, TR-FRET, human UHRF1, single concentration; E3 ubiquitin-protein ligase UHRF1 (Homo sapiens), Q96T88; UHRF1 binding to methylated oligo; inhibition, % at 4.4 µM; hit rate 0.75% among 370,000; in the data active means inhibition above about 21%;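 further: UHRF1 SRA domain binding a hemimethylated CpG hairpin DNA probe; 0% = median of test compound wells and 100% = reference inhibitor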
* marks the source's active call; other numbers are inactive results; . = no result given. An excerpt; rates above refer to the full screens.

SMILES	MBD2 DNA inh	NR1D1 modulator	LEDGF integ inh	TCR-CD3 inh	PG9 Ab binder	mABHD4 FP	rCAG binder	HTRA1 inhibitor	PRMT1 inh	UHRF1 binding
O=c1[nH]c(CN2CCN(c3ccccc3Cl)CC2)nc2ccsc12	0	-1	3	-6	1.1	6	-4	-9	0	0
Cc1ccc(NC(=O)c2ccncc2)cc1S(=O)(=O)N(C)C	4	3	1	7	0.2	4	2	4	0	-1
CC1(C)Cc2c(c(=S)nc(-c3ccccc3)n2CCCN2CCOCC2)CO1	-2	6	1	-4	1.1	2	2	6	1	4
O=C(NCCCNC(=O)c1c(F)cccc1F)c1c(F)cccc1F	0	2	-2	-1	-3.7	-3	-2	-2	1	1
CCC(C)NC(=O)Cn1c(=O)sc2ccccc21 (stereo not drawn)	2	1	0	-9	1.8	1	-1	4	2	2
CC(C)(C)NC(=O)CSc1nc(-c2ccc(F)cc2)cs1	2	4	1	0	-0.3	-16	-2	-9	-2	2
Cc1cc(S(=O)(=O)N2CCN(c3ccccn3)CC2)ccc1F	4	4	-5	-10	-1.5	-1	-4	-1	-1	2
CC(=O)[C@@H]1[C@@H](C(=O)c2ccc(C)cc2)[C@]2(C(=O)Nc3ccccc32)[C@H]2C=Cc3cc(F)ccc3N12	1	8	2	-4	-4.7	7	8	-15	7	2
CCCCn1c(-c2ccncc2)nc2c1c(=O)[nH]c(=O)n2CC(C)C	0	3	-1	0	0.5	3	-1	-4	0	2
COc1cc(OC)cc(C(=O)NNC(=O)C2CSC3(C)CCC(=O)N23)c1 (stereo not drawn)	1	-7	1	4	1.4	2	1	3	2	0
O=C(CCCN1C(=O)c2ccccc2C1=O)N1CCC(c2ccccc2)C1 (stereo not drawn)	-2	1	-2	0	0.7	5	-2	5	-4	-2
C=CCn1cc(/C=N\NC(=O)c2cc3c(ccc4ccccc43)o2)c2ccccc21	5	1	0	0	-1.3	-6	5	-3	-3	-6
COc1ccc(NC(=O)CCOc2ccccc2)c(OC)c1	1	2	4	0	-0.2	-9	3	-7	3	4
CCn1c(SCC(=O)Nc2cccc3ccccc23)nnc1-c1cccs1	7	-1	1	.	.	1	3	.	-1	5
CC1CCCCC1NC(=O)c1cccc(S(=O)(=O)N2CCN(C)CC2)c1 (stereo not drawn)	4	-2	-4	0	-0.1	-5	-2	-1	2	5
CCC(C)C(NC(=O)C(Cc1ccc(O)cc1)NC(=O)OCc1ccccc1)C(=O)OC (stereo not drawn)	2	-6	-1	0	-1.8	-2	-1	.	-1	0
N=C1S/C(=C\c2ccccc2F)C(=O)N1c1ccc(F)cc1	1	-29	7	4	-1.6	0	0	2	-3	-1
O=C(CC1C(=O)NCCN1CC1CCCCC1)NCCc1ccc(F)cc1 (stereo not drawn)	-1	-3	-6	-5	-2.1	9	-7	-1	2	4
CCc1ccc(OCC(=O)N(C)C2CCS(=O)(=O)C2)cc1 (stereo not drawn)	-6	1	4	2	-2.2	-2	-1	0	-4	0
CC(C)c1ccc(NC(=O)CCc2ccccc2)cc1	4	-6	-4	-5	-2.2	-8	-5	-13	-2	0
O=C(CN1CCSC1=NCc1ccccc1)c1ccc(Cl)c(Cl)c1	5	1	0	0	-2.8	3	3	-33	2	1
O=C(CCc1ccc(S(=O)(=O)N2CCOCC2)cc1)N/N=C/c1cccc(O)c1	1	1	-3	-3	-2.0	2	0	1	-2	-1
Cc1ccn2cc(-c3cccc(S(=O)(=O)N4CCCC4)c3)nc2c1	-1	2	-1	4	-3.4	3	5	-10	2	2
CCCOc1ccccc1C(=O)N(Cc1ccc(C)o1)C1CCS(=O)(=O)C1 (stereo not drawn)	0	-8	0	3	-0.8	-4	-1	6	14	-2
CC1CCCCN1S(=O)(=O)c1ccc(C(=O)Nc2sccc2C(N)=O)cc1 (stereo not drawn)	5	-2	3	-5	-1.4	-35	9	-62	1	1
Cc1cc2[nH]c(=O)c(=O)[nH]c2cc1S(=O)(=O)NCC(C)c1ccccc1 (stereo not drawn)	-3	-4	-1	4	1.1	3	3	-5	-1	0
CCC12C(=Nc3c(Cl)cccc31)C[C@@H]1CCN3C(=O)CCC[C@H]2[C@H]13 (stereo partly drawn)	4	-3	0	-8	2.4	3	-1	7	-3	2
CCOC(=O)c1ccc(NC(=O)CSc2nc(NC(=O)c3ccccc3)c3c(C)c(C)oc3n2)cc1	-8	0	3	3	-4.5	-2	9	-5	-3	-5
N#Cc1ccc(Oc2nc(Nc3ccc(F)cc3)nc(N3CCCC3)n2)cc1	0	-5	-3	5	0.7	2	-1	-5	1	-1
Cc1cc(C)c(NC(=O)CSc2nnc(-c3ccncc3)n2Cc2ccco2)c(C)c1	4	-1	-1	2	2.0	1	-4	1	1	4
Cc1ccc(NC(=O)COC(=O)CCC(=O)c2cccs2)c(C)c1	-4	-3	1	-1	-0.8	3	-2	-4	-1	0
O=c1cc(Cl)c(-c2ccccc2)n[nH]1	9	6	2	-6	1.4	-17	4	0	-1	5
CCCCn1c(N)c(N(CC(C)C)C(=O)C2CC(=O)N(c3ccc(C)cc3)C2)c(=O)[nH]c1=O (stereo not drawn)	2	0	-4	-4	-1.0	2	-8	-1	0	-1
COc1cccc(-c2nnc(SCC(=O)Nc3ccc(Oc4ccccc4)cc3)n2Cc2ccco2)c1	-2	3	0	.	.	-41	11	.	11	2
CC1(NC(=O)CCS(=O)(=O)c2ccc(Cl)cc2)CCS(=O)(=O)C1 (stereo not drawn)	-1	-5	1	4	0.0	-7	2	2	0	4
C#CCCCN([C@H](C(=O)OC)C(C)C)S(=O)(=O)c1ccc(F)cc1Br	-8	0	2	.	.	-7	1	.	2	0
NS(=O)(=O)c1cccc(NC(=O)CSc2nc3ccccc3n2-c2ccccc2)c1	1	8	5	-1	-1.6	-23	14	-47	3	0
CCCOc1ccccc1C(=O)N(Cc1cccs1)C1CCS(=O)(=O)C1 (stereo not drawn)	-7	-2	0	2	-1.5	-9	-2	1	-4	4
Cc1ccc(CN(Cc2ccco2)C(=S)Nc2ccccc2C)cc1	-2	-2	3	8	1.2	-1	0	-18	2	1
O=C1NC(Cc2ccccc2)C(=O)N1CC(=O)N1CCCc2ccccc21 (stereo not drawn)	1	5	4	2	-2.2	7	-6	-2	-1	7
CC(=O)N1c2ccc(S(=O)(=O)NCc3ccccc3Cl)cc2CC1C (stereo not drawn)	2	4	-2	7	0.4	7	0	3	-1	-2
Cc1ccc(Cn2c(C(C)Nc3nc(-c4ccc(Cl)cc4)cs3)nc3cc(C(=O)NCCCO)ccc32)cc1 (stereo not drawn)	-3	-4	3	-3	-1.9	-12	7	-10	6	0
COC(=O)[C@]12CCCCC=C1N(Cc1ccc(OC)cc1)C(=O)[C@@H]2CC(=O)NCCc1ccccc1OC	-4	8	1	.	.	-5	0	.	-1	-2
CN(C)C(CNC(=O)/C=C/c1cccc(Cl)c1)c1ccccc1 (stereo not drawn)	-1	-2	2	13	0.1	2	-6	2	-1	-1
CCOc1ccc(OCC)c(NC(=O)C2CCN(S(=O)(=O)c3cccnc3)CC2)c1	4	-2	0	6	2.4	3	-1	-5	6	0
CCOc1ccc(NC(=O)CN(C)C(=O)c2ccncc2)cc1OCC	-1	-1	-5	-4	1.3	5	1	-4	4	6
Cc1ccc(F)c(S(=O)(=O)NC(=O)C2(C)CCN2C(=O)CCC2CCCC2)c1 (stereo not drawn)	0	1	2	-3	-0.9	2	17	.	-1	1
CCN(CC)CCNC1=CC(=O)OC12CCCCC2	0	-1	-2	4	0.0	-1	-1	2	0	1

Entries above that contain an aryl methoxy group:
SMILES	MBD2 DNA inh	NR1D1 modulator	LEDGF integ inh	TCR-CD3 inh	PG9 Ab binder	mABHD4 FP	rCAG binder	HTRA1 inhibitor	PRMT1 inh	UHRF1 binding
COc1cc(OC)cc(C(=O)NNC(=O)C2CSC3(C)CCC(=O)N23)c1 (stereo not drawn)	1	-7	1	4	1.4	2	1	3	2	0
COc1ccc(NC(=O)CCOc2ccccc2)c(OC)c1	1	2	4	0	-0.2	-9	3	-7	3	4
COc1cccc(-c2nnc(SCC(=O)Nc3ccc(Oc4ccccc4)cc3)n2Cc2ccco2)c1	-2	3	0	.	.	-41	11	.	11	2
COC(=O)[C@]12CCCCC=C1N(Cc1ccc(OC)cc1)C(=O)[C@@H]2CC(=O)NCCc1ccccc1OC	-4	8	1	.	.	-5	0	.	-1	-2

Next records
SMILES	MBD2 DNA inh	NR1D1 modulator	LEDGF integ inh	TCR-CD3 inh	PG9 Ab binder	mABHD4 FP	rCAG binder	HTRA1 inhibitor	PRMT1 inh	UHRF1 binding
O=C(CSC1=Nc2ccccc2C2=NC(CC(=O)N3CCN(c4ccccc4)CC3)C(=O)N12)NCC1CCCO1 (stereo not drawn)	-6	2	-6	-4	-2.4	7	16	5	19	2
O=C(O)CC1COc2ccccc2N1S(=O)(=O)c1ccc(Br)cc1 (stereo not drawn)	-3	5	-2	0	2.5	-1	9	5	-1	-1
CCOC(=O)NC(NC(=S)Nc1ccccc1OC)C(Cl)(Cl)Cl (stereo not drawn)	2	3	-1	-7	0.7	2	2	-9	3	6
COC(=O)C1C(=O)C(C(=O)c2ccc([N+](=O)[O-])cc2)C(=O)CC1(C)C (stereo not drawn)	3	2	-2	-17	0.7	4	0	7	2	3
CCOC(=O)N1CCN(C(=O)c2ccc3c(c2)NC(=O)C(N2CCOCC2)S3)CC1 (stereo not drawn)	1	0	1	2	0.5	-9	0	1	-3	-2
Cc1ccc(C(=O)COC(=O)c2ccccc2NC(=O)c2ccccc2)cc1[N+](=O)[O-]	0	3	-2	9	-1.8	0	13	-10	3	-1
CCOC(=O)Cn1c(CN(C)Cc2ccccc2)nc2c1c(=O)n(C)c(=O)n2C	5	-4	-1	-8	1.5	-1	-10	-5	3	2
CCOC(=O)c1c[nH]c2c(C(F)(F)F)cccc2c1=O	-2	2	1	10	1.5	1	-1	1	-1	1
O=S(=O)(/N=C/c1ccccc1O)c1cccs1	0	-3	-2	2	-2.2	6	3	-2	2	0
CCCCNC(=O)C1(C)CCN1C(=O)c1ccc2c(c1)C(C)(C)CCC2(C)C (stereo not drawn)	1	1	-3	-4	-0.9	-2	-2	.	0	0
N#Cc1ccccc1OCC(=O)N1CCN(C(=O)c2ccco2)CC1	-1	-6	-1	7	1.5	2	4	4	-2	1
CCN(CC)c1cc(C)c2cc(NC(=O)c3ccc(Br)o3)ccc2n1	1	11	-3	-5	-0.1	0	10	4	4	0
CC1CCC2(CC1)NC(=O)N(CC(=O)c1ccc(Cl)s1)C2=O (stereo not drawn)	7	2	-7	-1	-2.9	1	-1	-3	8	2
O=C(CN(CCc1ccccc1)S(=O)(=O)c1ccc(Cl)cc1)N/N=C/c1ccccc1C(=O)O	0	0	-5	-13	1.1	7	34	-4	6	1
O=C(CC1C(=O)NCCN1Cc1ccccc1)NCCC1=CCCCC1 (stereo not drawn)	-5	-2	1	12	-2.4	-1	0	5	0	-4
